# RTF Ca sens act: cardiac RTF calcium sensitivity activators, primary screen, biochemical, IANBD-TnC fluorescence, EC20 calcium | 0.24% of 340,000 active | IANBD-labeled TnC RTF fluorescence at EC20 calcium; 0% EC20 calcium, 100% full calcium | Troponin I, cardiac muscle (Homo sapiens) + Troponin T, cardiac muscle (Homo sapiens) + … | activation, % at 7.2 µM;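 active means activation above the mean over all tested compounds plus 3 SD, cut at about 30% in these data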;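 further: rise in fluorescence read as greater calcium sensitivity of cardiac thin filaments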
# Cardiac RTF inh: cardiac RTF calcium sensitivity inhibitors, primary screen, biochemical, IANBD-TnC fluorescence, EC70 calcium | IANBD-labeled cardiac RTF, Ca2+ fluorescence | inhibition, % at 7.15 µM | 0.12% of 340,000 active;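 active means inhibition above the mean inhibition of all tested compounds plus 3 SD, cut at about 17% in these data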;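 further: assay run at fixed EC70 calcium of 1.6 mM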
# HTR5A ag: HTR5A agonists in luminescence cell assay, primary screen, counter-screen for OPRM1-OPRD1 heterodimer agonist project, full-deck HTS. 5-hydroxytryptamine receptor 5A (Homo sapiens), P47898. activation, % at 9.3 µM. cell-based. 0.61% of 340,000 active; in the data active means activation mostly above about 9.5%, no sharp cut-off; inactive means mostly below about 7.6%;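 further: 0% = cells with vehicle only and 100% = reference agonist; strong numbers were not always called active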
# MOR-DOR ag: agonists of OPRM1-OPRD1 heterodimerization, primary screen, cell-based, luminescence | cells | activation, % at 9.3 µM | 0.3% of 340,000 active; in the data active means activation above about 18%;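 further: 0% = vehicle-treated cells and 100% = reference agonist; values of inactives mirror those of a sister screen read the other way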
# Target sequence (P35372 whole entry, looked up): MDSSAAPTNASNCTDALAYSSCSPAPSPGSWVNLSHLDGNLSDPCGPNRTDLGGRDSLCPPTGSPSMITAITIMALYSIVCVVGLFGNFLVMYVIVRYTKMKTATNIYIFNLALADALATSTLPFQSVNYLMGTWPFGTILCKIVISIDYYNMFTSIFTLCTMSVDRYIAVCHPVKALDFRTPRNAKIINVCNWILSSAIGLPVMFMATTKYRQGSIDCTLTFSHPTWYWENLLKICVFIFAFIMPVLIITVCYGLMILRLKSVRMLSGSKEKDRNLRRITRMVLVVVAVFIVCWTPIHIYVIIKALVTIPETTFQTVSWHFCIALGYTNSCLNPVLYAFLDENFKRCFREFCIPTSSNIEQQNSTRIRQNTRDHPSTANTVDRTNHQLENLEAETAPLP
# Target sequence (P41143 whole entry, looked up): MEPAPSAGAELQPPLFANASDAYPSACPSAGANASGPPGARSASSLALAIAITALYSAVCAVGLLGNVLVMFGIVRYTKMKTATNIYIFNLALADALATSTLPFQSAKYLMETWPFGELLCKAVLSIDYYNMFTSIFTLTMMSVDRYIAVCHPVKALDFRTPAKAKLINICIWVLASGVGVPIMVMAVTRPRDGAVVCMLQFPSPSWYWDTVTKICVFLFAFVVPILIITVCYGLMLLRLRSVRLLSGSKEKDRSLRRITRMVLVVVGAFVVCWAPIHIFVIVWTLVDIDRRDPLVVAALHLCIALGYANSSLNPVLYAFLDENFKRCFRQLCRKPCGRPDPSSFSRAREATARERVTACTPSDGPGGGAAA
# Keap1-Nrf2 PPI: Keap1-Nrf2 protein-protein interaction inhibitors, primary screen, biochemical, fluorescence polarization, single point; inhibition, % at 9.4 µM; Keap1 Kelch-Nrf2 peptide fluorescence polarization, 1536-well; Kelch-like ECH-associated protein 1 (Homo sapiens), Q14145; 0.15% of 340,000 active; in the data active means inhibition above about 12%;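 further: human Keap1 Kelch domain with fluorescein labeled Nrf2 9mer peptide probe; 0% = neutral control wells and 100% = peptide positive control; higher means more block of Keap1 binding to Nrf2 peptide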
# V-ATPase pH: regulators of yeast V-ATPase proton pumping, primary screen, pHLuorin cytosolic pH fluorescence | S. cerevisiae | AID 504577, 2011 | 0.37% of 350,000 active | response, % at 10 µM; in the data active means response mostly above about 7.3%, no sharp cut-off; inactive means mostly below about 5.4%; further: actives read high; inactives centre near 0; some compounds called inactive have numbers as strong as hits; reference of the scale not given here
# MOR-DOR inv ag: inverse agonists of MOR-DOR heterodimerization, primary screen, cell-based, luminescence. cell-based MOR-DOR heterodimer luminescence, inverse agonism. inhibition, % at 9.3 µM. 0.21% of 340,000 active; in the data active means inhibition above about 22%, passing the limit was not always enough;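 further: 0% = cells with DMSO and 100% = wells without cells with DMSO; values of inactives mirror those of a sister screen read the other way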
# CAL-PDZ inh HTS: untagged CAL PDZ binding inhibitors, primary screen, biochemical, fluorescence polarization, HTS; Golgi-associated PDZ and coiled-coil motif-containing protein (Homo sapiens), Q9HD26; purified CAL PDZ, TMR-peptide fluorescence polarization, 1 h; inhibition, % at 24.9 µM; 0.92% of 300,000 active; AID 602252, 2012;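 active means mean inhibition of at least 30% with at least half of replicates also reaching 30%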;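 further: 0% = DMSO neutral control and 100% = excess unlabeled competitor peptide PRC23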
# HTR5A inv ctr: HTR5A inverse agonists in luminescence cell assay, primary screen, counter-screen for OPRM1-OPRD1 heterodimer inverse agonist project, full-deck HTS; HTR5A cell line, inverse agonism; AID 504634, 2011; 0.083% of 340,000 active; inhibition, % at 9.3 µM; in the data active means inhibition mostly above about 23%, no sharp cut-off; inactive means mostly below about 18%;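 further: 0% = cells with DMSO and 100% = no-cell wells with DMSO; some compounds called inactive have numbers as strong as hits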
# LANA DNA inh: inhibitors of KSHV C-LANA binding to DNA, primary screen, biochemical, fluorescence polarization, FAM-LBS DNA, MBP-C-LANA, single point; inhibition, % at 9 µM; Kaposi's sarcoma herpesvirus LANA C-terminal domain (residues 932-1162) DNA binding; 0.078% of 340,000 active;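 active means highest replicate inhibition at or above 60% at 9 µM, even if other replicates fall short; inactive means all replicates below 60% inhibition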;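 further: 0% = neutral control wells and 100% = 4 µM acridine orange control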
# Active calls of the source: *; . = no result given.
SMILES,RTF Ca sens act,Cardiac RTF inh,HTR5A ag,MOR-DOR ag,Keap1-Nrf2 PPI,V-ATPase pH,MOR-DOR inv ag,CAL-PDZ inh HTS,HTR5A inv ctr,LANA DNA inh
CCOC(=O)N1CCC(N2C(=O)c3ccc(C(=O)Nc4ccc(OC)cc4)cc3C2=O)CC1,-2,-1,0,-1.0,0,3,5,-2,-7,0.6
O=C(COc1ccccc1F)NNC(=O)c1cc(Br)ccc1Cl,0,-2,1,-4.8,-6,3,18,0,0,-2.3
COc1ccc(C2=Nn3c(nnc3-c3ccc(OC)cc3)SC2)cc1,2,1,3,-2.0,3,1,10,-20,-10,1.9
CC(=O)NC(Cc1ccccc1)C(=O)NC1CCN(C(=O)NCc2ccccc2)CC1 (configuration not stated),2,0,3,-2.1,-3,4,14,-2,-10,0.9
Cc1nc2ccc(C(=O)Nc3cccc([N+](=O)[O-])c3)cc2s1,0,-10,-3,2.4,-4,-1,-12,-2,8,0.7
C/C(NCCCn1ccnc1)=C(\C#N)C(N)=O,2,1,-1,-4.2,-3,1,19,0,1,0.1
COc1ccc(CCNC(=O)CN2C(=O)c3ccccc3C2=O)cc1,8,-11,-7,-0.7,0,1,4,-3,16,-1.2
CCCn1nnnc1NCc1ccccc1C,0,-4,1,-2.9,-2,4,13,-3,-3,-0.5
COc1ccccc1NS(=O)(=O)c1cc(NC(=O)CCC(=O)c2cccs2)ccc1Cl,-1,-2,4,1.5,-8,-7,-8,-7,-11,2.3
COc1ccc(NC(=O)CCC(=O)Nc2cc(OC)c(NC(=O)c3ccco3)cc2OC)c(OC)c1,-1,5,6,0.8,2,-2,-5,.,5,-0.7
COc1cc(NC(=O)Cn2nnc(-c3ccccc3N)n2)cc(OC)c1,-7,-6,0,1.0,-5,5,-6,-3,-3,0.0
COc1cccc(C(=O)NC(=S)Nc2ccc3[nH]c(=O)[nH]c3c2)c1,0,-26,3,-2.3,-2,0,12,-2,-8,1.4
O=C(CN1CCCCCC1)Nc1cc([N+](=O)[O-])ccc1Cl,-2,0,-2,0.1,-5,-5,-1,-3,-10,-0.3
NC(=O)C1(NC(=O)[C@@H]2CC3(CC(c4cccc(NC(=O)[C@@H]5CCC(=O)N5)c4)=NO3)CN2C(=O)c2ccccc2)CC1 (some centres not stated),17,-6,0,-0.6,-4,1,3,-2,-12,-1.8
CSc1cnn(Cc2ccccc2)c(=O)c1SCc1ccccc1,-3,-3,-4,-0.4,1,-2,2,2,10,0.5
Cc1cc(N/C(=N/S(=O)(=O)c2cc(F)ccc2F)c2ccccc2)n(-c2ccccc2)n1,-2,-5,3,-0.8,4,-3,4,-2,-7,3.2
COc1ccc(C2SCC(=O)N2CCc2ccc(OC)c(OC)c2)cc1 (configuration not stated),5,3,-1,-2.2,-2,0,11,-6,4,-0.1
Cn1c(=O)c2c(ncn2CC(=O)N2CCN(c3ccc([N+](=O)[O-])cc3)CC2)n(C)c1=O,-1,-3,.,.,-1,1,.,.,.,0.7
Cc1nc(SC2CC(=O)N(c3cc(Cl)cc(Cl)c3)C2=O)nc2c1CCCC2 (configuration not stated),-1,-8,2,2.2,-10,-1,-13,-2,-8,-0.2
CN(C(=O)c1cccc(NC(=O)Cc2cccc(NC(=O)C3CCN(C(=O)C4CC4)CC3)c2)c1)C1CC1,5,-8,-2,-3.2,0,2,15,-2,9,-0.7
O=C(Nc1ccc(S(=O)(=O)Nc2ncccn2)cc1)c1cc([N+](=O)[O-])ccc1Cl,3,-7,3,-1.1,-1,-2,5,2,-10,0.1
COc1ccc(CCNc2ccc(C(CC(N)=O)NC(=O)c3cc(OC)ccc3OC)cc2[N+](=O)[O-])cc1 (configuration not stated),-2,-1,-1,-0.8,-5,4,4,-1,-3,0.3
O=c1ccc(C(F)(F)F)cn1Cc1cc(=O)n2ccsc2n1,0,-3,2,-2.8,1,0,13,8,-4,0.0
Fc1ccc(-c2nnc(-c3ccc(Cl)cc3)o2)cc1,-4,-8,7,-0.2,-7,-2,1,4,5,0.1
CN(CC(=O)NCc1cccs1)S(=O)(=O)c1cccc2nsnc12,-1,-9,3,-0.3,-5,3,2,1,-21,-0.1
# (more compounds)
SMILES,RTF Ca sens act,Cardiac RTF inh,HTR5A ag,MOR-DOR ag,Keap1-Nrf2 PPI,V-ATPase pH,MOR-DOR inv ag,CAL-PDZ inh HTS,HTR5A inv ctr,LANA DNA inh
COc1ccc(C(C(=O)NC(C)(C)C)N(C(=O)CCC(=O)Nc2cc(C)on2)c2cccc(F)c2)cc1 (configuration not stated),-2,2,-5,-1.5,-1,0,9,1,16,-0.6
Cc1ccc([N+](=O)[O-])cc1NC(=O)Nc1onc(C)c1C,-4,5,5,-1.7,4,-1,9,-5,-18,-0.7
O=P(O)(CCc1ccccc1)CN1CCCCC1,-5,-10,2,0.4,0,-1,-2,0,8,0.6
CC(C)(C)OC(=O)NCCCCCc1cn([C@@H](CO)C(=O)NCCCCCCCCCCC(=O)N2CCN(C(=O)OC(C)(C)C)CC2)nn1,3,-10,-1,2.8,1,-6,-15,-5,4,-1.3
CCn1c(-c2csc3ccccc23)n[nH]c1=S,-5,5,1,-1.7,1,-1,9,-2,21,-2.3
O=C(CO/N=C1\CCCc2nonc21)Nc1ccccc1Cl,7,-3,3,-1.3,-7,2,7,2,-8,1.5
CCc1ccc(N2CC(C(=O)NC3=NCCS3)CC2=O)cc1 (configuration not stated),1,2,3,-0.2,1,1,1,-2,-26,0.4
CCOc1ccc(S(=O)(=O)Nc2cccc(C(=O)NCC(c3ccco3)N(C)C)c2)cc1 (configuration not stated),-1,-15,9,12,-5,-1,-80,-5,-24,2.1
OCCC1CN(Cc2cccc3nonc23)CCN1Cc1ccsc1 (configuration not stated),4,-3,4,-2.6,4,-1,14,-6,-10,0.4
Cc1nc(NC(=O)c2ccc(Cl)cc2)nc2cc3c(cc12)OCO3,3,7,2,0.1,-4,-1,0,-4,-7,-0.9
CC1(C)CC(NC(=O)c2coc(=O)c(Br)c2)CC(C)(C)N1,-1,2,-7,-3.1,-1,-3,17,-3,19,-1.5
CCc1cc(C(=O)N2CCCC(C(=O)c3ccc(Cl)cc3)C2)no1 (configuration not stated),-7,-6,0,-1.2,-1,1,6,3,2,-1.2
CC(C)(C)c1ccc(C(=O)C2CCCN(C(=O)c3ccccn3)C2)cc1 (configuration not stated),4,-5,2,0.6,0,7,-3,-2,-10,-2.1
COC(=O)c1cc(C(=O)NC(C)C2CC3CCC2C3)cc([N+](=O)[O-])c1 (configuration not stated),-1,-24,2,8.3,-1,3,-68,-5,-5,1.1
c1cc(-c2noc(CCC3CCCC3)n2)ccn1,-8,-3,1,0.7,3,2,-4,-1,-2,-0.2
CC(=O)Nc1ccc(C(=O)CS(=O)(=O)c2ccc(C)cc2)cc1,5,-4,0,-3.1,3,0,14,-1,12,0.4
CCOc1ccc(N2CC(C(=O)Nc3nnc(SCCOC)s3)CC2=O)cc1 (configuration not stated),-7,-14,11,-0.5,-2,0,3,-6,-29,-1.1
Nc1nc(SCc2ccc(Br)cc2)n[nH]1,1,-5,-1,-2.5,-6,2,11,8,4,-0.4
CC1CN(S(=O)(=O)c2cc(C(=O)NCc3ccncc3)ccc2Cl)CC(C)O1 (configuration not stated),1,-12,3,-1.4,-1,0,6,.,-7,3.5
CCOC(=O)C1CCN(C(=O)Nc2ccc(OC(F)(F)F)cc2)CC1,2,2,-2,-3.6,8,2,18,-3,5,7.3
C/C(=N\NC(=O)c1cc(O)ccc1O)c1cccc(NC(=O)c2ccc(Cl)cc2)c1,4,-6,5,0.9,-2,0,-5,2,-20,8.0
CCOC(=O)C1CCCN(C(=O)c2sc3nc(C)nc(N(CC)CC)c3c2C)C1 (configuration not stated),7,5,-2,-2.2,-6,0,12,-6,-4,-0.5
O=C(N/N=C/c1ccccc1OC(=O)c1ccc2c(c1)OCO2)c1ccccc1,-5,-19,-3,-1.3,-2,0,8,-4,8,0.0
CCOC(=O)c1c(NC(=O)C[n+]2ccccc2)sc2c1CCCC2,2,1,1,-1.8,-5,-1,10,-4,-2,-0.8
Cc1nnc(-c2cnn(C)c2N)n1Cc1ccc2c(c1)OCO2,1,-4,2,-2.9,-3,0,14,-4,-7,3.1

# Record cards (already shown). Screens in order: RTF Ca sens act	Cardiac RTF inh	HTR5A ag	MOR-DOR ag	Keap1-Nrf2 PPI	V-ATPase pH	MOR-DOR inv ag	CAL-PDZ inh HTS	HTR5A inv ctr	LANA DNA inh
# Profile of `OCCC1CN(Cc2cccc3nonc23)CCN1Cc1ccsc1` (configuration not stated) → 4	-3	4	-2.6	4	-1	14	-6	-10	0.4
# Profile of `CCOC(=O)C1CCN(C(=O)Nc2ccc(OC(F)(F)F)cc2)CC1` → 2	2	-2	-3.6	8	2	18	-3	5	7.3
# Profile of `O=P(O)(CCc1ccccc1)CN1CCCCC1` → -5	-10	2	0.4	0	-1	-2	0	8	0.6

# Next section
SMILES,RTF Ca sens act,Cardiac RTF inh,HTR5A ag,MOR-DOR ag,Keap1-Nrf2 PPI,V-ATPase pH,MOR-DOR inv ag,CAL-PDZ inh HTS,HTR5A inv ctr,LANA DNA inh
C=CCNC(=O)CN(c1ccc(OC)cc1OC)S(C)(=O)=O,2,-2,1,-1.5,1,2,9,2,-16,-0.5
C[C@H](NC(=O)c1ccc(Cl)cc1)C(=O)NNC(=O)c1cccs1,-1,-3,-3,0.2,-2,0,-1,.,-13,-1.4
C[C@H](CO)N1C[C@H](C)[C@@H](CN(C)C(=O)NC2CCCCC2)Oc2c(NC(=O)C3CC3)cccc2C1=O,-8,2,3,2.5,-2,2,-15,-1,-24,2.0
Cc1ccc(-n2nc3c(=O)n(CCCC(=O)N4CCC(C)CC4)nc(C)c3c2C)cc1,-3,-13,2,-1.4,-7,-2,7,1,-14,-0.3
COc1ccc(S(=O)(=O)N2CCN(Cc3cc(OC)c(OC)cc3OC)CC2)cc1,-4,5,-1,-2.0,0,2,9,-2,3,-1.2
COc1cc2c(cc1OC)C(C(=O)Nc1ccc(F)c(Cl)c1)CC(=O)N2 (configuration not stated),-4,-1,-3,-2.0,2,-3,10,-5,11,0.3
O=C(CSCSCC(=O)Nc1ccc2c(c1)OCO2)Nc1ccc2c(c1)OCO2,1,-16,6,-2.0,2,-2,12,10,-11,-1.5
COc1ccc(C(=O)Cn2nnc(-c3ccccc3NC(=O)c3ccco3)n2)cc1,-7,-6,3,-1.7,5,2,10,-2,-9,-1.0
O=C(CCNS(=O)(=O)c1ccccc1C(F)(F)F)NNC(=O)c1csc(N2CCOCC2)n1,-5,-9,-1,-1.3,-2,5,8,.,20,-0.6
O=c1cc(N2CCN(c3ccccc3F)CC2)[nH]c(=O)n1-c1ccc(Br)cc1,-1,0,3,-0.4,1,0,2,-3,-8,1.5

# Source: PubChem
